CXXC DNA block – qHTS Fluorescence Polarization Assay for Inhibitors of MLL CXXC domain - DNA interaction; Histone-lysine N-methyltransferase 2A (Homo sapiens), Q03164; MLL-CXXC / FITC-HOXA9 DNA fluorescence polarization; Potency, µM (titrated, usually from 115 µM), inactives show at the top dose activity change, negative = inhibition, usual class: inhibitors; hit rate 0.037% among 290,000; active = well fitted inhibition curve with a large enough effect in the polarisation, with a control signal flat, not every such curve was filed as active; inconclusive = small, poorly fitted or top-dose-only effect, or effect the other way, or a change in a side signal; inactive = no such curve, though single readings can be large or run the other way; the % refers to the polarisation; also: potency is read from the fitted curve at half-maximal effect
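Steps: dispense CXXC domain solution (7 uM) → pin compounds or unlabeled HOX-A9 DNA control → 5 min ambient → add FLSN-HOX-A9 solution (50 nM) → spin → 30 min ambient → fluorescence polarization. Tris pH 7.5/NaCl/DTT/BSA buffer.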
a7 integrin act – qHTS for Activators of Integrin-Mediated Alleviation for Muscular Dystrophy | hit rate 0.064% among 350,000 | alpha7betagal myoblasts, beta-gal FDG fluorescence, 48 h | Potency, µM (series often up to 38.3 µM), without a hit: top-dose activation, usual class: activators;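 also: potency is read from the fitted curve at half-maximal effect; 100% = response of the positive control SU9516; nearly all actives have a fitted effect of over 60% in size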
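alpha7betagal+/- myoblasts (passage 13, 250/well) treated 48 h at 37C with compounds at 1:260 dilution of DMSO stock. Lysed, then beta-galactosidase activity read as FDG fluorescence (ex 480/em 540) after 30 min, with pre-read for autofluorescence.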
Coupling enz – qHTS Assay for Inhibitors of Fructose-1,6-bisphosphate Aldolase from Giardia Lamblia: Coupling assay counterscreen | coupling enzyme system counterscreen, AmpLite Red fluorescence | hit rate 0.67% among 290,000 | activity change, negative = inhibition, % at 58.2 µM, hits read low | AID 2472, 2010; in the data active = activity change below about -30%; also: % is scaled to controls: 0 for no effect and ±100 for the full control effect
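Fluorescence at 525 nm excitation and 598 nm emission measured inhibition of the coupled detection system without aldolase. Compounds (at 57.5 uM final) were preincubated 10 min at room temperature with coupling enzyme reagent before a 20 min substrate/AmpLite Red step.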
TRPV1 ag – HTS Assay for Compounds that Act as Agonists of the Vanilloid Receptor 1 | hit rate 0.19% among 320,000 | TRPV1-expressing cells, Fluo-8 calcium influx, agonist mode | Transient receptor potential cation channel subfamily V member 1 (Homo sapiens), Q8NER1 | activation, % at 8.33 µM; in the data active = activation above about 80%; inconclusive = between about 30% and that limit; also: 0% is about no effect
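Fluo-8 calcium influx in TRPV1-expressing cells, kinetic read (ex 480/em 520 nm). Compound added and read 3 min for agonist activity, followed by capsaicin at EC20 final and 2 min further read for enhancement.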
GALK inhibitor – qHTS Assay for Inhibitors of Human Galactokinase (GALK); Purified GALK, Kinase-Glo residual ATP luminescence; P51570; Potency, µM (top dose mostly 57.5 µM), without a hit: at the top dose activity change, negative = inhibition, most hits filed as inhibitors; hit rate 0.007% among 270,000; also: potency is read from the fitted curve at half-maximal effect; % is scaled to controls: 0 for no effect and ±100 for the full control effect
Target sequence (P51570 whole entry, looked up): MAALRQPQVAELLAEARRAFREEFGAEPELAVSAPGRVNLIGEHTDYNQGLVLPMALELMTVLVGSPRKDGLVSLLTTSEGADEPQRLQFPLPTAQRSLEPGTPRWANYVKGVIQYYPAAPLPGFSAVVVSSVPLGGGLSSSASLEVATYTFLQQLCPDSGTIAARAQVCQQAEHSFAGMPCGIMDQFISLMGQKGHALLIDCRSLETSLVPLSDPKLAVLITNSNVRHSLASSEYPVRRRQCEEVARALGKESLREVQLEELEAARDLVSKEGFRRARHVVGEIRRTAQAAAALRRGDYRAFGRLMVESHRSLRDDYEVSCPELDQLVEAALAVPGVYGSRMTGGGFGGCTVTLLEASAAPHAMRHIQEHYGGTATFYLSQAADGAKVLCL
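Quantitative HTS: GALK 5 nM, ATP 35 uM, galactose 100 uM, 1 h room temperature, then luciferase-based ATP detection.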
MBNL1 CUG block – qHTS Assay for Inhibitors of MBNL1-poly(CUG) RNA binding; hit rate 0.036% among 280,000; TR-FRET MBNL1-His/biotin-(CUG)12 binding, 665/545 ratio; Potency, µM (top dose mostly 57.5 µM), for inactives: at the top dose activity change, negative = inhibition, most hits filed as inhibitors; active = well fitted inhibition curve with a large enough effect in the signal ratio, with a control signal flat, not every such curve was filed as active; inconclusive = small, poorly fitted or top-dose-only effect, or effect the other way, or a change in a side signal; inactive = no such curve, though single readings can be large or run the other way; the % refers to the signal ratio; also: potency is read from the fitted curve at half-maximal effect; % is scaled to controls: 0 for no effect and ±100 for the full control effect
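His-tagged MBNL1 binding to biotinylated (CUG)12 RNA was measured by TR-FRET using terbium anti-His antibody (0.055 ng/ul final) and streptavidin-XL665 (5 nM final). Compounds were titrated 92 nM to 58 uM; 60 min at room temperature.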
KCNH2 WT inh – qHTS for Inhibitors of KCHN2 3.1: Wildtype qHTS | Voltage-gated inwardly rectifying potassium channel KCNH2 (Homo sapiens), Q12809 | U2OS, BacMam KCNH2, thallium flux FluxOr; hits give low values | activity change, % at 1.84 µM | hit rate 0.37% among 340,000 | AID 720551, 2013;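 active = maximum activity change below -70%; inconclusive = maximum activity change between -70% and -50%; inactive = maximum activity change above -50%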; also: % is scaled to controls: 0 for no effect and ±100 for the full control effect
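U2OS cells were transduced with wild-type KCNH2 virus (2.03 x 10^8 / mL) for 4 h at room temperature, then cultured overnight at 37 C. Thallium flux was read with FluxOr dye. Rate constants were normalized to DMSO controls.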
S-ASM inh – Inhibitors of Secretory Acid Sphingomyelinase (S-ASM): qHTS; Sphingomyelin phosphodiesterase (Homo sapiens), P17405; placental ASM, HMU-PC fluorogenic substrate, 60 min; Potency, µM (top dose mostly 57.5 µM), for inactives: at the top dose activity change, negative = inhibition, most hits filed as inhibitors; hit rate 0.006% among 340,000; also: potency is read from the fitted curve at half-maximal effect
Target sequence (P17405 47-631 limits assumed): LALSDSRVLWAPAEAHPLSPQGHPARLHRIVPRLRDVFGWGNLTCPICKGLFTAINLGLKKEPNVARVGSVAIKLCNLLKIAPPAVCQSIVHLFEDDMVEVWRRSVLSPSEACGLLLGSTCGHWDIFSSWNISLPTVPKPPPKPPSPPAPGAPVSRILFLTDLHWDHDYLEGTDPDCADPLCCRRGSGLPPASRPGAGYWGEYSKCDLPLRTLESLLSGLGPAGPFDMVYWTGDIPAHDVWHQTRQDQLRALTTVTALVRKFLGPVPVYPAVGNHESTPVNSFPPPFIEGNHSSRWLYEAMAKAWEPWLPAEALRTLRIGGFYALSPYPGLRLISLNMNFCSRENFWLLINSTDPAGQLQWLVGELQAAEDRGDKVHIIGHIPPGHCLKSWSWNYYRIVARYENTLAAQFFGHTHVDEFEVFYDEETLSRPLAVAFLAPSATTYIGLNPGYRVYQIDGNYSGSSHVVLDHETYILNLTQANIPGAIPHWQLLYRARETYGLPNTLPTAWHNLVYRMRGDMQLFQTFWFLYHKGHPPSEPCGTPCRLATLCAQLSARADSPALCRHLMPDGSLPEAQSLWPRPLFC
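HMU-PC0 cleavage (9 uM final) by human placental ASM, 60 min at 37 °C following 10 min compound exposure at RT; stopped at pH 10, fluorescence Ex 386/Em 447 nm.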
KCNH2 3.1 block – qHTS for Inhibitors of KCHN2 3.1: Mutant qHTS | AID 720553, 2013 | activity change, % (tested at about 1.8 µM) | Potassium voltage-gated channel subfamily H member 2, brain isoform KCNH2 3.1 (human) | U2OS KCNH2 3.1, thallium flux FluxOr; hits give low values | hit rate 0.95% among 340,000;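 active = maximum activity change below -70%; inconclusive = maximum activity change from -70% to -50%; inactive = maximum activity change above -50%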;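 also: thallium influx rate constant from kinetic fluorescence after stimulation buffer; % is scaled to controls: 0 for no effect and ±100 for the full control effect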
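We transduce U2OS cells with the mutant 3.1 virus, culture them overnight, load FluxOr with Red40 quencher for 45 min, then add stimulation buffer and read kinetically for 2 min to derive a normalized rate constant.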
A-T KAP1 phos – qHTS Assay for Identifying a Potential Treatment of Ataxia-Telangiectasia; […] A-T fibroblasts, KAP-1 phosphorylation AlphaLISA; neocarzinostatin DNA damage 30 min before lysis; Potency, µM (top dose mostly 57.5 µM), for the others: at the top dose activation, usual class: activators; hit rate 0.19% among 320,000; AID 485349, 2010; also: potency is read from the fitted curve at half-maximal effect; % of control where 0% means no effect; nearly all actives have a fitted effect of over 45% in size
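ATM-like activity read as KAP-1 phosphorylation via AlphaLISA donor/acceptor antibody pairs after lysis and 6 hr at 25C. Cells were ATM-null patient fibroblasts ([…], hTERT), dosed 60 min, then exposed to the DSB inducer NCS for 30 min.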
Starred values were filed as active, the others as inactive; ? = inconclusive; . = not tested or not shown; [ ] = another dose, or the depositor's remark. Unless noted, calls follow the shape of the dose curve; as a rule, active = well fitted curve in the direction sought with a large enough effect; inconclusive = small, poorly fitted or top-dose-only effect, or another doubt; inactive = no such curve, though single readings can be large; an effect the other way counts as inactive or inconclusive.

Start of the listing, in advance, two compounds:
SMILES	CXXC DNA block	a7 integrin act	Coupling enz	TRPV1 ag	GALK inhibitor	MBNL1 CUG block	KCNH2 WT inh	S-ASM inh	KCNH2 3.1 block	A-T KAP1 phos
COc1ccc(C(=O)NCc2nnc(SCC(=O)Nc3ccccc3OC)n2C)cc1	8%	10%	0	2	9%	-13%	-5	-1%	-9	1%
CC(=O)NCCOc1cccc2cccnc12	5%	-10%	1	1	2%	1%	1	3%	4	9%

Results (from the top)
SMILES	CXXC DNA block	a7 integrin act	Coupling enz	TRPV1 ag	GALK inhibitor	MBNL1 CUG block	KCNH2 WT inh	S-ASM inh	KCNH2 3.1 block	A-T KAP1 phos
COc1ccc(C(=O)NCc2nnc(SCC(=O)Nc3ccccc3OC)n2C)cc1	8%	10%	0	2	9%	-13%	-5	-1%	-9	1%
CC(=O)NCCOc1cccc2cccnc12	5%	-10%	1	1	2%	1%	1	3%	4	9%
CCn1c(=O)c(C(=O)NCc2ccccc2OC)c(O)c2ccccc21	5%	-6%	0	0	-6%	5%	0	-5%	5	9%
COc1ccc(-c2nn(-c3ccccc3)cc2/C=N/Nc2ccccn2)cc1OC	-4%	-53%[inhibitor]	-11	12	1%	13%	-7	-13%	3	0%
COc1cccc(N2C(=O)C3CCCN3C2c2ccc(Cl)cc2)c1 (configuration not stated)	0%	0%	5	.	2%	3%	4	0%	7	3%
O=C(CSc1nnc(CCc2ccccc2)n1-c1ccc(Cl)cc1)c1ccccc1	8%	19%	4	25	0%	3%	-8	-11%	-17	9%
CCCNC(=O)COC(=O)c1ccc(OCC(=O)Nc2ccccc2OC)c(OC)c1	-14%	-9%	11	-1	0%	1%	-12	-3%	0	8%
O=C(COC(=O)c1n[nH]c2ccccc12)Nc1ccc(S(=O)(=O)N2CCCC2)cc1	26%	-22%	-2	-2	-2%	5%	2	1%	-13	1%
CC(C)N(Cc1ccccc1)C(=O)c1ccc2nsnc2c1	-5%	-9%	-4	?	-2%	?	22	1%	10	8%
CCC(C)(C)n1nnnc1C(C(C)C)N1CCN(C)CC1 (configuration not stated)	-4%	-1%	0	0	3%	3%	-10	5%	3	0%
CCC1=NN(C(=O)c2ccc(Br)cc2)C(O)(c2ccccc2)C1 (configuration not stated)	0%	7%	6	16	0%	-5%	-10	-15%	.	1%
O=C1c2ccccc2NC(c2ccc(O)c(O)c2)N1c1ccccc1Cl (configuration not stated)	-6%	12%	-2	1	-1%	1%	-10	19%	4	13%
O=c1c(Cc2ccc(Cl)cc2)c(O)ccn1Cc1cccs1	6%	-1%	1	1	7%	2%	8	1%	5	-5%
COc1ccc(CC(=O)OCC(=O)NCc2ccc3c(c2)OCO3)cc1OC	.	-17%	.	.	.	.	-7	3%	2	3%
O=C(CSc1nc2ccccc2o1)Nc1nccs1	?	-19%	2	11	1%	.	2	1%	?	-4%
O=C(CSc1ccc2nnc(-c3ccccn3)n2n1)N1CCOCC1	3%	5%	3	-1	2%	-1%	-3	-2%	1	1%
COc1ccc([C@@]2(O)c3c(ccc(CC=C(C)C)c3O)NC(=O)[C@@H]2OC)cc1	3%	-24%	0	-1	0%	8%	-9	-4%	5	-19%
O=C(COc1nsnc1N1CCOCC1)Nc1ccc(Br)cc1	3%	-14%	-2	23	-2%	1%	-5	-4%	-8	-4%
CCC(C)N(C)C1CCN(C(=S)Nc2ccc(OC)cc2)CC1 (configuration not stated)	3%	-24%	1	5	-2%	-21%	-16	-1%	-4	10%
CC(C)(C)C1CCC(=NNC(=O)c2cc3c(s2)CCCC3)CC1 (configuration not stated)	-1%	2%	1	9	-1%	-13%	14	7%	-8	1%
O=C(N/N=C/c1ccco1)c1cc(-c2ccccc2)n[nH]1	-4%	16%	1	0	-3%	?	-9	1%	-2	0%
Cc1ccc(C2(c3noc(CN4CCOCC4)n3)CCCC2)cc1	-14%	-4%	0	13	-2%	3%	9	-2%	-2	3%
COc1ccc(-c2nc(CS(=O)CC(=O)NCc3cccnc3)c(C)o2)cc1OC (configuration not stated)	10%	21%	0	2	2%	-8%	-9	-2%	-1	-22%
COc1ccc(C(=O)C2CCN(CC(=O)Nc3ccccc3F)CC2)cc1	7%	7%	0	10	4%	-5%	-1	1%	-1	4%
N#CC1(c2c(O)nc3n(c2=O)CCCS3)CCCCC1	-1%	-12%	-3	-1	6%	2%	5	6%	-1	9%

Next records follow.
SMILES	CXXC DNA block	a7 integrin act	Coupling enz	TRPV1 ag	GALK inhibitor	MBNL1 CUG block	KCNH2 WT inh	S-ASM inh	KCNH2 3.1 block	A-T KAP1 phos
NC(=O)CC(NC(=O)c1ccc(Br)cc1)c1ccc(N2CCCCCC2)c([N+](=O)[O-])c1 (configuration not stated)	3%	-24%	5	-1	.	?	7	-12%	-4	-5%
CCc1ccc(S(=O)(=O)N/N=C\c2ccc3c(c2)OCO3)cc1	11%	38%	.	3	3%	6%	-6	-1%	13	10%
CCCSc1nc2cc(C)c(C)cc2n1CC(O)CO (configuration not stated)	17%	-3%	1	-1	12%	-6%	-3	-2%	13	7%
O=C(Nc1ccccc1Cl)Oc1ccc(-c2ccccc2)cc1	2%	5%	2	24	-2%	-3%	9	0%	13	3%
O=C(CNC(=O)C1COc2ccccc2O1)N/N=C/c1cc(Br)c(O)c(Br)c1 (configuration not stated)	2%	-12%	1	-4	0%	?	8	-7%	5	-2%
Cc1cc(=O)n(C)c(=O)n1CCCNc1ccccc1	-3%	-33%	-1	0	0%	1%	-4	4%	2	6%
CC(C)CCNC(=O)C(C)N(Cc1ccc(F)cc1)C(=O)c1ccc(CN2CCOCC2)o1 (configuration not stated)	-1%	-8%	3	0	2%	-3%	-11	3%	7	1%
O=C(Nc1ccc(S(=O)(=O)NCC2CCCO2)cc1)C1CC(=O)N(c2ccccc2)C1 (configuration not stated)	2%	12%	0	1	5%	3%	1	-2%	22	-11%
Cc1cc(C(=O)Nc2cc(C(F)(F)F)ccc2N2CCOCC2)no1	11%	7%	.	25	5%	-6%	3	9%	-1	7%
O=c1c2ccccc2sn1-c1cc(S(=O)(=O)N2CCOCC2)ccc1N1CCOCC1	-19%	-56%[inhibitor]	-3	-1	5%	-5%	-1	-1%	-13	-7%
O=C(Nc1ccc(N2CCN(C(=O)c3cccs3)CC2)c(Cl)c1)c1cccnc1	-7%	12%	0	6	1%	1%	-2	-3%	-25	1%
CN1C2CCC1/C(=C\c1ccccc1F)C(=O)/C2=C/c1ccccc1F	1%	-38%[inhibitor]	0	1	-1%	-9%	1	9%	-13	10%
O=C(O)c1cc2n(n1)CCN(Cc1ccccc1Cl)C2=O	5%	5%	2	-2	4%	-8%	4	-2%	0	-2%
CCc1ccc(NC(=O)c2cc(-c3ccc(OC)cc3)on2)cc1	-10%	-16%[7.66 µM]	7	0	1%	-2%	0	-1%	1	.
COc1cc(OC)nc(NC(=O)CCl)n1	0%	9%	0	-1	0%	9%	2	0%	-14	.
O=C(O)c1[nH]c2ccc(Br)cc2c1CCN1C(=O)c2cccc([N+](=O)[O-])c2C1=O	-11%	7%	8	1	-8%	.	2	-17%	4	-6%
Oc1ccc(-c2nnc(SCC3CCCCC3)o2)cc1	4%	18%	4	28	-1%	2%	8	-14%	6	10%
Cc1ccc(-n2c(Cc3cccs3)nnc2SCC(=O)Nc2ccc(F)c(F)c2)cc1	?	-11%	0	1	-3%	2%	-77*	-9%	-15	5%
Cc1cnc(C(=O)OCC(=O)NCc2ccc(Cl)cc2)cn1	.	9%	.	.	.	.	3	0%	4	3%
CS(=O)(=O)CCC(C(=O)Nc1ccc2c(c1)OCO2)N1Cc2ccccc2C1=O (configuration not stated)	1%	?	0	2	-1%	1%	-6	1%	5	10%
CCCCc1nc(SCC(=O)Nc2cc(C)on2)n[nH]1	2%	13%	-2	1	0%	2%	2	6%	13	8%
O=C(NCc1cccnc1)/C(=C\c1ccc(-c2ccc(Br)cc2)o1)S(=O)(=O)c1ccccc1	2%	-55%[inhibitor]	2	-1	-1%	-2%	4	.	-3	21%
COC(=O)c1sccc1NC(=O)Nc1ccccc1OC	5%	0%	-10	7	4%	-2%	7	-2%	-12	2%
O=C(CSc1nnc2ccccn12)Nc1ccccc1Cl	.	0%	.	.	.	.	-12	-2%	24	12%
CC(=O)Nc1ccc(Oc2nc(C)cc(C)n2)cc1	1%	8%	2	-1	0%	11%	4	7%	-3	2%

Screens: PubChem BioAssay, National Center for Advancing Translational Sciences (NCATS)
